OX1R antag-1 – antagonists of human orexin 1 receptor. O43613. CHO/OX1R cells, Fluo-8 calcium fluorescence, orexin A. inhibition, % at 5 µM. 0.43% of 330,000 active. AID 434989;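 active = inhibition above its plate's threshold, mean inhibition of all tested compounds on the plate plus 3 SD, cut at about 37% in these data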;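 also: 0% = orexin A challenge wells and 100% = SB-334867-A antagonist wells; not every result past the cut was called active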
Target sequence (O43613 whole entry, looked up): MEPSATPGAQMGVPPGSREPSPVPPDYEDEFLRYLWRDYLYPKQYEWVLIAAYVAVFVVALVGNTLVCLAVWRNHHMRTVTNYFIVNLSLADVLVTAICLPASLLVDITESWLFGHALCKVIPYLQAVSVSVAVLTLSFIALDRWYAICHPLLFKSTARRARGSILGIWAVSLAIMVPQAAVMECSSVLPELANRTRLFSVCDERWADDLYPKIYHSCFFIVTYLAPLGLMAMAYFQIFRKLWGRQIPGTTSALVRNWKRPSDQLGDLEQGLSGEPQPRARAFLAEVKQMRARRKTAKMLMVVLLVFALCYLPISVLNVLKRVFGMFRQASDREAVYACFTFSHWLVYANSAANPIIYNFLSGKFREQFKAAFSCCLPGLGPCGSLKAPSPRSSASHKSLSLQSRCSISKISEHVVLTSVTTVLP
OX1R antag-2 – antagonists of human orexin 1 receptor (OX1R). O43613. inhibition, % at 6.6 µM. AID 485270. 1.8% of 330,000 active. OX1R-expressing cells, FRET antagonist read-out; in the data active = inhibition mostly above about 38%, no sharp cut-off; inactive = mostly below about 40%;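 also: 0% = agonist challenge alone and 100% = reference antagonist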
* marks the source's active call; other numbers are inactive results.

How did CC(C)NC(=O)NNC(=O)Cn1nnc(-c2cccc(Cl)c2Cl)n1 do in these assays?
OX1R antag-1: -16; OX1R antag-2: 5

What do the screens show for `Cc1ccc(C2(C(F)(F)F)NC(=O)N3CCN=C3S2)cc1` (configuration not stated)?
OX1R antag-1: -6; OX1R antag-2: 4

Results for COc1ccccc1NS(=O)(=O)c1ccc(/C=C/C(=O)O)cc1 ?
OX1R antag-1: -4; OX1R antag-2: 23

How did Cc1nn(C)c(C)c1/C=N/NC(=O)C(C)(C)Oc1ccc(Cl)cc1 do in these assays?
OX1R antag-1: -6; OX1R antag-2: 12

How did Cc1cc(Br)cnc1NC(=S)Nc1ccc(F)cc1F do in these assays?
OX1R antag-1: -12; OX1R antag-2: 22

Results for COc1ccnc(Oc2ccc(F)cc2)c1C(=O)N/C=N/OCc1ccc(F)cc1Cl ?
OX1R antag-1: -17; OX1R antag-2: 22

Results for COc1cccc(NC(=O)CNS(=O)(=O)c2ccc3nc(C)sc3c2)c1 ?
OX1R antag-1: -29; OX1R antag-2: 30

Results for Cc1ccc(NC(=O)c2ccccc2-c2ccccc2C(=O)O)cc1 ?
OX1R antag-1: -12; OX1R antag-2: 9

What do the screens show for `O=C(Cn1cc([N+](=O)[O-])cn1)NCc1ccc(-n2cccn2)cc1`?
OX1R antag-1: -8; OX1R antag-2: 18

How did CCOC(=O)C1=C(c2ccccc2)NC(SCC(=O)Nc2ccc(C)cc2)=C(C#N)C1c1ccco1 (configuration not stated) do in these assays?
OX1R antag-1: -16; OX1R antag-2: -5

Results for CN(C1CCCCC1)S(=O)(=O)c1ccc(=S)[nH]c1 ?
OX1R antag-1: -8; OX1R antag-2: 3

Results for COc1ccc(OC)c(NC(=O)CN2C(=O)C3(OCCCO3)c3ccccc32)c1 ?
OX1R antag-1: -20; OX1R antag-2: 17

How did O=Cc1ccc(N2CCCC2)c([N+](=O)[O-])c1 do in these assays?
OX1R antag-1: -18; OX1R antag-2: 28

What do the screens show for `COc1ccccc1OC(C)C(=O)Nc1ccc2c(c1)OCCO2` (configuration not stated)?
OX1R antag-1: -30; OX1R antag-2: 14

Results for CC1=C(C)C(=O)C(CCCCC#CCCCC#CCO)=C(C)C1=O ?
OX1R antag-1: -20; OX1R antag-2: 31

How did O=C(O)c1[nH]c2ccccc2c1C(c1cc(Br)ccc1O)c1c(C(=O)O)[nH]c2ccccc12 do in these assays?
OX1R antag-1: -14; OX1R antag-2: -1

How did COc1ccc(N(C)S(=O)(=O)c2cccc(C(=O)OC(C)C(=O)NC3CCCCC3C)c2)cc1 (configuration not stated) do in these assays?
OX1R antag-1: -25; OX1R antag-2: 36

Results for COc1ccc(/C=C(/NC(=O)c2ccccc2)C(=O)N/N=C/c2ccncc2)c(OC)c1 ?
OX1R antag-1: -23; OX1R antag-2: 9

What do the screens show for `O=C1NC(=Nc2ccccc2)c2ccc([N+](=O)[O-])cc21`?
OX1R antag-1: -5; OX1R antag-2: 74*

How did Cc1ccc2oc(-c3cccc(NC(=O)C4CCCO4)c3)nc2c1 (configuration not stated) do in these assays?
OX1R antag-1: -9; OX1R antag-2: 21

Results for COc1ccc(C(=O)COc2ccc(F)cc2)c(O)c1 ?
OX1R antag-1: -4; OX1R antag-2: 14

Results for Cc1ccc(CC(=O)Nc2cccc([N+](=O)[O-])c2)cc1 ?
OX1R antag-1: -14; OX1R antag-2: 9

What do the screens show for `O=c1nc(-c2ccccc2)cc(-c2ccccc2)[nH]1`?
OX1R antag-1: -5; OX1R antag-2: 10

Results for Nc1n[nH]c(S(=O)(=O)CCCc2ccccc2)n1 ?
OX1R antag-1: -5; OX1R antag-2: 14

What do the screens show for `Cc1ccc(C)c(NC(=O)CCN2CCN(C)CC2)c1`?
OX1R antag-1: -13; OX1R antag-2: -3

Results for CCC(OC(=O)c1nsc(Cl)c1Cl)C(=O)NCc1ccco1 (configuration not stated) ?
OX1R antag-1: -24; OX1R antag-2: 9

Results for Cc1cccc(-n2cc(-c3ccc([N+](=O)[O-])cc3)[nH]c2=S)c1 ?
OX1R antag-1: 6; OX1R antag-2: 18

How did COc1ccc(CNC(=O)C2CC(c3cc(C(F)(F)F)cc(C(F)(F)F)c3)=NO2)cc1 (configuration not stated) do in these assays?
OX1R antag-1: -23; OX1R antag-2: 7

Results for CC(C)(C)C(=O)Nc1nnc(CSCc2ccccc2F)s1 ?
OX1R antag-1: -19; OX1R antag-2: 14

What do the screens show for `O=C(NCC(c1ccco1)N1CCN(c2ccccc2F)CC1)c1ccc2c(c1)OCO2` (configuration not stated)?
OX1R antag-1: -30; OX1R antag-2: 20

How did COc1ccc(/C(N)=N/OC(=O)Cc2cccs2)cc1OC do in these assays?
OX1R antag-1: -15; OX1R antag-2: 1

How did CC(=O)c1cccc(CN2CCC(CO)(CCOc3ccccc3)CC2)c1 do in these assays?
OX1R antag-1: -33; OX1R antag-2: 9

What do the screens show for `COc1ccc(Nc2ncc3c(n2)CC(c2ccccc2)CC3=O)cc1` (configuration not stated)?
OX1R antag-1: -37; OX1R antag-2: 7

Results for COc1ccc(CNC(=O)CN(Cc2ccc(Cl)cc2)S(C)(=O)=O)cc1 ?
OX1R antag-1: -26; OX1R antag-2: 37

What do the screens show for `CCc1c(C)sc(NC(=O)c2ccccc2[N+](=O)[O-])c1C(N)=O`?
OX1R antag-1: -17; OX1R antag-2: 19

Results for Cc1nn(-c2ccccc2)c(C)c1/C=N/NC(=O)c1cccs1 ?
OX1R antag-1: -21; OX1R antag-2: 34

How did Cc1cc(C)c(S(=O)(=O)N2CCN(C(=O)c3ccc4c(c3)OCO4)CC2)c(C)c1 do in these assays?
OX1R antag-1: -30; OX1R antag-2: 13

What do the screens show for `COc1ccc(OC)c(N2C(=O)C(Cl)=C(N3CCCCC3)C2=O)c1`?
OX1R antag-1: -28; OX1R antag-2: 15

What do the screens show for `O=C(Nc1cnn(Cc2ccccc2)c1)c1cc2nc(-c3ccco3)cc(C(F)(F)F)n2n1`?
OX1R antag-1: -19; OX1R antag-2: 28

How did NC(=O)Cn1nnc(-c2ccc(NC(=O)c3ccc(F)cc3)cc2)n1 do in these assays?
OX1R antag-1: -4; OX1R antag-2: 5

What do the screens show for `O=C(/C=C/c1cccs1)c1cc(Cl)ccc1OC(=O)N1CCOCC1`?
OX1R antag-1: -25; OX1R antag-2: 21

Results for CCOc1ccc(NC(=O)Cn2nnc(C(=O)NCc3ccc(OC)cc3)c2N)cc1 ?
OX1R antag-1: -10; OX1R antag-2: 5

What do the screens show for `C=CCNCCCOc1ccc(Cl)cc1Br`?
OX1R antag-1: -3; OX1R antag-2: 22

Results for CN1C(=O)CC(N2CCN(CC(=O)N3CCCC3)CC2)C1=O (configuration not stated) ?
OX1R antag-1: 1; OX1R antag-2: 10

What do the screens show for `CCOP(=O)(NC(c1ccccc1)c1nc2ccccc2[nH]c1=O)OCC` (configuration not stated)?
OX1R antag-1: -22; OX1R antag-2: -7

How did CC(C)CN(C(=O)c1cc([N+](=O)[O-])cc([N+](=O)[O-])c1)C1CCS(=O)(=O)C1 (configuration not stated) do in these assays?
OX1R antag-1: -6; OX1R antag-2: 91*

How did CCCCN(CCCC)CC1OCc2ccccc2CO1 do in these assays?
OX1R antag-1: -21; OX1R antag-2: -1

How did O=C(O)CCC(=O)Nc1ccccc1C(=O)N1CCN(c2ccc(Cl)cc2)CC1 do in these assays?
OX1R antag-1: -6; OX1R antag-2: 15

How did CC(C)=CCc1c([C@@H]2CCc3ccc(O)cc3O2)cc2c(c1O)OC(C)(C)C=C2 do in these assays?
OX1R antag-1: -28; OX1R antag-2: 9

Results for COc1cccc(CNc2ncn[nH]2)c1OCc1ccc(F)cc1 ?
OX1R antag-1: -6; OX1R antag-2: 19

What do the screens show for `CC1(C)CC(=O)c2c(nn(-c3ccccc3)c2-c2ccncc2)C1`?
OX1R antag-1: -4; OX1R antag-2: 9

Results for C=CCN(c1ccccc1Cl)S(=O)(=O)c1cccc(C(=O)OCC(=O)N(C)C2CCS(=O)(=O)C2)c1 (configuration not stated) ?
OX1R antag-1: -26; OX1R antag-2: 17

Results for COC(=O)c1cn(CC(=O)NCc2ccco2)c2ccccc12 ?
OX1R antag-1: -11; OX1R antag-2: 26

What do the screens show for `COc1ccc(NC(=O)CN(C)C(=O)c2ccc(-c3ccccc3Cl)o2)cc1`?
OX1R antag-1: -14; OX1R antag-2: 20

How did O=C(CN1CC(c2ccccc2)CC1=O)OCc1ccccc1F (configuration not stated) do in these assays?
OX1R antag-1: -7; OX1R antag-2: 11

Results for Cn1c(SCC(=O)N2CCCC2)nc2ccccc21 ?
OX1R antag-1: 12; OX1R antag-2: 8

What do the screens show for `COc1ccc(CCNC(=O)COc2ccc3c(c2)OCO3)cc1`?
OX1R antag-1: -27; OX1R antag-2: 5

What do the screens show for `Cc1ccc(C(=O)NC(=S)Nc2ccc(N3CCN(C(=O)c4ccco4)CC3)cc2)cc1`?
OX1R antag-1: 7; OX1R antag-2: 32

How did CCN(C[C@H]1N[C@@](CC)(C(=O)OC)[C@H]2C(=O)N(Cc3ccccc3)C(=O)[C@@H]12)C(=O)C1CCCCC1 do in these assays?
OX1R antag-1: -13; OX1R antag-2: 7

How did O=C1CCCC2=C1C(c1ccccn1)Nc1ccc(C(=O)c3ccccc3)cc1N2 (configuration not stated) do in these assays?
OX1R antag-1: -27; OX1R antag-2: 16

Continued; the last 3 above are carried over.
What do the screens show for `Cc1ccc(C(=O)NC(=S)Nc2ccc(N3CCN(C(=O)c4ccco4)CC3)cc2)cc1`?
OX1R antag-1: 7; OX1R antag-2: 32

How did CCN(C[C@H]1N[C@@](CC)(C(=O)OC)[C@H]2C(=O)N(Cc3ccccc3)C(=O)[C@@H]12)C(=O)C1CCCCC1 do in these assays?
OX1R antag-1: -13; OX1R antag-2: 7

How did O=C1CCCC2=C1C(c1ccccn1)Nc1ccc(C(=O)c3ccccc3)cc1N2 (configuration not stated) do in these assays?
OX1R antag-1: -27; OX1R antag-2: 16

What do the screens show for `COc1cc(Nc2nc(-c3ccccc3)c3cc(C)ccc3n2)cc(OC)c1OC`?
OX1R antag-1: -48; OX1R antag-2: 8

What do the screens show for `COc1ccc(-c2cc(-c3n[nH]c(=S)n3-c3cccc4ccccc34)[nH]n2)cc1`?
OX1R antag-1: -36; OX1R antag-2: 6

Results for CCOC(=O)C1CCN(C(=O)c2ccc(OCC)c(OCC)c2)CC1 ?
OX1R antag-1: 11; OX1R antag-2: 5

What do the screens show for `O=C(Nc1cccc(Cl)c1)C1C2C=CC3(O2)C1C(=O)N(CCCN1CCCCC1)C3C(=O)NC1CCCCC1` (configuration not stated)?
OX1R antag-1: -1; OX1R antag-2: 4

How did O=C(Cc1coc(-c2ccc(F)cc2)n1)N1CCOCC1 do in these assays?
OX1R antag-1: -10; OX1R antag-2: -1

What do the screens show for `CC1c2nc3ccccc3n2C(CC(=O)NC2CC2)C(=O)N1Cc1ccccc1` (configuration not stated)?
OX1R antag-1: -17; OX1R antag-2: 15

What do the screens show for `O=C(NCC(O)c1ccccc1)c1cccs1` (configuration not stated)?
OX1R antag-1: -11; OX1R antag-2: 6

Results for COc1ccc(C2N(c3cc(Cl)ccc3OC)C(=O)C3CCCN32)cc1 (configuration not stated) ?
OX1R antag-1: -3; OX1R antag-2: 7

How did CCN1CC=C2C(C#N)=C(N)C(C#N)(C#N)[C@H](c3cccc(OC)c3OC)[C@H]2C1 do in these assays?
OX1R antag-1: -2; OX1R antag-2: 10

How did COc1cccc(-n2c(Cc3cc(=O)[nH]c(=O)[nH]3)nnc2SCC(=O)N2CCCCCC2)c1 do in these assays?
OX1R antag-1: -5; OX1R antag-2: 13

Quoted at random: six compounds from above.
What do the screens show for `Cc1ccc(C)c(NC(=O)CCN2CCN(C)CC2)c1`?
OX1R antag-1: -13; OX1R antag-2: -3

How did O=C(CN1CC(c2ccccc2)CC1=O)OCc1ccccc1F (configuration not stated) do in these assays?
OX1R antag-1: -7; OX1R antag-2: 11

What do the screens show for `CCOP(=O)(NC(c1ccccc1)c1nc2ccccc2[nH]c1=O)OCC` (configuration not stated)?
OX1R antag-1: -22; OX1R antag-2: -7

How did Cc1cc(C)c(S(=O)(=O)N2CCN(C(=O)c3ccc4c(c3)OCO4)CC2)c(C)c1 do in these assays?
OX1R antag-1: -30; OX1R antag-2: 13

Results for COc1ccc(/C=C(/NC(=O)c2ccccc2)C(=O)N/N=C/c2ccncc2)c(OC)c1 ?
OX1R antag-1: -23; OX1R antag-2: 9

Results for CCOc1ccc(NC(=O)Cn2nnc(C(=O)NCc3ccc(OC)cc3)c2N)cc1 ?
OX1R antag-1: -10; OX1R antag-2: 5

More structures
How did CCn1ncc(C(=O)Nc2ccc(F)cc2)c1C do in these assays?
OX1R antag-1: 3; OX1R antag-2: 7

Results for CC1CN(CC(=O)Nc2ccccc2Sc2ccccc2)CC(C)O1 (configuration not stated) ?
OX1R antag-1: -4; OX1R antag-2: 13

Results for COCCN(C(=S)Nc1ccc(Cl)cc1OC)C1CCN(C(C)=O)CC1 ?
OX1R antag-1: -19; OX1R antag-2: 6

What do the screens show for `CN(C)S(=O)(=O)c1cccc(CNCC2COc3ccccc3O2)c1` (configuration not stated)?
OX1R antag-1: -15; OX1R antag-2: -4

Results for CCOC(=O)c1sc(Nc2ccc(C)cc2C)nc1C ?
OX1R antag-1: -33; OX1R antag-2: 18

What do the screens show for `COc1ccc(CCNC(=O)CSc2nc3scc(-c4ccccc4)c3c(=O)[nH]2)cc1`?
OX1R antag-1: 6; OX1R antag-2: 22

How did O=C(COc1ccccc1Cl)NNC(=O)c1ccc(-n2cncn2)c([N+](=O)[O-])c1 do in these assays?
OX1R antag-1: -9; OX1R antag-2: 20

What do the screens show for `COc1cccc2cc(C(=O)N(Cc3cccs3)CC3CCCO3)c(=O)oc12` (configuration not stated)?
OX1R antag-1: -11; OX1R antag-2: 5

What do the screens show for `CCCC(=O)Nc1cc(C)c(NC(=O)C23CC4CC(CC(C4)C2)C3)cn1`?
OX1R antag-1: -9; OX1R antag-2: 17

What do the screens show for `COC(=O)c1ccccc1NC(=O)c1ccc(NC(=O)C2CCCO2)cc1` (configuration not stated)?
OX1R antag-1: 0; OX1R antag-2: 38

How did CC(=O)Nc1ccc(NC(=O)C2CC(=O)N=C(N)S2)cc1 (configuration not stated) do in these assays?
OX1R antag-1: -17; OX1R antag-2: 13

Bioassay records deposited in PubChem BioAssay by The Scripps Research Institute Molecular Screening Center.
